Efflux pump mplx: inhibitors of Candida efflux pumps in yeast, primary screen, S. cerevisiae, Nile Red, multiplex; S. cerevisiae Candida pump triplex; inhibition, % at 10 µM; actives 0.44% (n = 330,000); AID 485275, 2010;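 active = plate passing quality check with inhibition over a set limit, or well fluorescence over plate mean plus 4 SD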;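 note: Nile Red retained in pooled yeast measured as flow cytometry median fluorescence; 0% = buffer negative control and 100% = Enniatin B positive control; higher means more Nile Red kept so more efflux inhibition; some compounds called inactive have numbers as strong as hits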
PP5 inh: PP5 phosphatase inhibitors, primary screen, biochemical, fluorescence. Serine/threonine-protein phosphatase 5 (Homo sapiens), P53041. inhibition, % at 6.7 µM. actives 0.18% (n = 320,000). purified PP5c, OMFP substrate fluorescence;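 active = inhibition above the campaign's mean inhibition across all tested compounds plus 3 SD, cut at about 9.5% in these data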;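 note: 0% = DMSO only and 100% = 100 µM cantharidin control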
Target sequence (P53041 whole entry, looked up): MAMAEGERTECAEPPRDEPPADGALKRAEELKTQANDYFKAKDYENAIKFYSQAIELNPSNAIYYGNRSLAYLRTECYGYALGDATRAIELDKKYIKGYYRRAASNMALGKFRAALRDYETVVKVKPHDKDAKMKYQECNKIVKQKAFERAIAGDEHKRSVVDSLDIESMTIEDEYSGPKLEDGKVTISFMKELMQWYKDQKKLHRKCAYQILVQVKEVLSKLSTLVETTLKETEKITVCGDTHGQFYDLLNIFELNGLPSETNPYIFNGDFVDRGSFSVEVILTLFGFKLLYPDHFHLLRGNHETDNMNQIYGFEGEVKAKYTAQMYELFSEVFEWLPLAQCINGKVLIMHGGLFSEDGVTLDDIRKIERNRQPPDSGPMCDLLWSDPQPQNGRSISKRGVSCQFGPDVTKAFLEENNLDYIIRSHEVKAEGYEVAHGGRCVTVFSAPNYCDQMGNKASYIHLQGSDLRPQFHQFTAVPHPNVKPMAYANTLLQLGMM
Fh CTSL1 inh: Fasciola hepatica cathepsin L1 inhibitors, primary screen, counter-screen for PFM18AAP inhibitor project, biochemical, QFRET, fluorogenic peptide substrate; AID 1906, 2009; recombinant F. hepatica cathepsin L1, Z-Leu-Arg-MCA fluorescence; inhibition, % at 5.96 µM; actives 0.49% (n = 300,000);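 active = inhibition above the mean of all tested compounds plus 3 SD, set per screening campaign, cut at about 17% in these data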;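 note: 0% = plate median of test compound wells and 100% = 1 µM Z-Phe-Ala-diazomethylketone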
PREPL inhibitor: PREPL enzyme inhibitors, primary screen, biochemical, fluorescence polarization. Prolyl endopeptidase-like (Homo sapiens), Q4J6C6. recombinant PREPL, fluorescence polarization activity-based probe. inhibition, % at 5.96 µM. actives 0.68% (n = 320,000); in the data active = inhibition above about 43%;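 note: 0% = enzyme with DMSO and 100% = wells lacking enzyme; many of its hits are not listed in these tables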
PP1 inh: PP1-alpha phosphatase inhibitors, primary screen, counter-screen for PP5 inhibitor project, biochemical, fluorescence, OMFP substrate, single point | Serine/threonine-protein phosphatase PP1-alpha catalytic subunit (Homo sapiens), P62136 | purified PP1alpha | inhibition, % at 6.7 µM | actives 0.9% (n = 320,000);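 active = inhibition above the mean inhibition of all tested compounds plus 3 SD, computed separately for each screening campaign, cut at about 15% in these data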
Target sequence (P62136 whole entry, looked up): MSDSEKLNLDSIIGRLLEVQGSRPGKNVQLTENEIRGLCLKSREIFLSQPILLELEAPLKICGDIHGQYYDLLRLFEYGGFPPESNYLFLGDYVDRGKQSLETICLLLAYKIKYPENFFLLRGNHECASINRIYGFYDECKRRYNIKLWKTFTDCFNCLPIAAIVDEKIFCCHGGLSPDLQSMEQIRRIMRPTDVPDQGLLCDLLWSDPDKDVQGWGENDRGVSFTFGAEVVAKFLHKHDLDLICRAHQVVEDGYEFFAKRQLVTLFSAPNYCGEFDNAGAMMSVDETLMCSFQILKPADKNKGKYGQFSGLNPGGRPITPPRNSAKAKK
core dimer inh: inhibitors of HCV core protein dimerization, primary screen, biochemical, TR-FRET, high-throughput | TR-FRET GST/Flag-core106 dimerization, 1536-well | inhibition, % at 5 µM | actives 0.33% (n = 300,000);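 active = inhibition above the mean of all tested compounds plus 3 SD, set per screening campaign, cut at about 45% in these data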
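Assay system: Tagged HCV core106 pair (GST and Flag) | Buffer or medium: KF-containing HEPES buffer, pH 7.45, DTT, CHAPS, BSA | Also added: Eu donor and XL665 acceptor anti-tag antibodies | Dosing: One concentration, 5 µM, in 0.5% DMSO | Timing: 4 h at 22.5 °C | Technique: TR-FRET 671 and 617 nm emission | Repeats: Singlicate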
EBNA-1 inh: EBNA-1 DNA-binding inhibitors, primary screen, biochemical, fluorescence polarization; inhibition, % at 14.8 µM; actives 0.34% (n = 300,000); AID 1950, 2009; in the data active = inhibition above about 28%
TPT1 inhibitor: Candida albicans TPT1 enzyme inhibitors, primary screen, biochemical, fluorescence polarization; tRNA 2'-phosphotransferase TPT1 (Candida albicans SC5314); actives 0.81% (n = 300,000); recombinant caTPT1, FP RNA substrate dephosphorylation; inhibition, % at 5 µM;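 active = inhibition above the mean of all tested compounds plus 3 SD, set per screening campaign, cut at about 24% in these data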;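 note: plate controls were DMSO alone for no effect and ferristatin control at 100 nM for full effect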
ZTA DNA inh: ZTA (EBV) inhibition in EBNA-1 counter-screen; ZTA-DNA binding, fluorescence polarization; inhibition, % at 11 µM; actives 0.15% (n = 320,000); in the data active = inhibition above about 33%
An asterisk follows results filed as active; · = not tested or not shown. A portion of the library. The share of hits here may be higher or lower than overall.

SMILES	Efflux pump mplx	PP5 inh	Fh CTSL1 inh	PREPL inhibitor	PP1 inh	core dimer inh	EBNA-1 inh	TPT1 inhibitor	ZTA DNA inh
CCc1cc(CNC(=O)c2ccc(OC3CCN(CCc4ccccc4)CC3)cc2)on1	-0.1	1.2	-2.8	-7.9	-8.6	-62.0	-6.4	-2.6	-13.1
CC(NC(=O)c1ccccc1F)c1ccccc1 (stereo not drawn)	0.0	-0.5	-2.9	0.1	-1.4	-11.0	-15.6	-3.5	0.2
CN(C(=O)COC(=O)c1cc([N+](=O)[O-])ccc1N1CCCC1)C1CCS(=O)(=O)C1 (stereo not drawn)	0.3	-2.1	15.1	22.0	-2.6	-0.9	-9.3	1.4	-12.2
Cc1snc(S(=O)(=O)/C(C#N)=N/Nc2ccc(C(F)(F)F)cc2)c1C#N	0.0	10.3*	3.4	-11.3	6.2	5.4	8.7	-0.3	-0.6
CCOC(=O)Cn1c(=O)n(C2CCCC2)c(=O)c2ccccc21	0.0	0.6	-3.7	-4.7	-5.1	2.1	4.7	-2.9	9.6
O=C(N/N=C\c1cc([N+](=O)[O-])ccc1N1CCCC1)c1ccccn1	0.1	2.6	2.6	-4.5	-2.6	10.5	1.7	0.5	-4.7
CN(C(=O)CSc1nnc(-c2ccco2)n1Cc1ccccc1)C1CCS(=O)(=O)C1 (stereo not drawn)	0.3	-0.3	·	3.6	-4.6	·	·	·	-18.2
CCN(CC)S(=O)(=O)c1ccc2oc(C(=O)N3CCc4ccccc4C3)c(C)c2c1	0.0	1.0	2.8	7.8	1.5	8.9	-3.4	3.0	0.2
O=C(Nc1cccc(Cl)c1)N1CCCCCC1	-0.1	1.3	-7.8	8.8	-3.0	-6.6	3.7	0.2	-6.6
O=C(CSc1ccccc1)NCC(c1ccco1)N1CCCCC1 (stereo not drawn)	0.0	2.6	·	12.4	-2.5	·	·	·	-16.3
Clc1ccc(C2CC(c3cccs3)n3ncnc3N2)cc1 (stereo not drawn)	0.4	2.7	0.7	-32.4	-6.2	-1.9	-2.7	0.4	-4.3
O=C(OCC(=O)N1CCCC1)c1ccc(NS(=O)(=O)c2cccs2)cc1O	0.0	-1.1	1.5	-4.0	-0.9	-0.4	0.7	1.9	1.3
N/C(=N\OC(=O)c1ccc2ccccc2c1)c1ccc(Br)cc1	0.1	0.3	-3.4	-2.4	0.1	-2.0	0.5	-3.0	-4.7
CCCCCCCN1C=CC(=O)CC1	·	1.7	-3.1	8.6	2.1	-10.4	2.9	0.3	-8.1
COc1ccc(NC2CC(=O)N(C(C)C)C2=O)cc1 (stereo not drawn)	0.0	2.4	-4.9	12.8	-1.0	-2.1	-13.3	-2.0	-3.9
O=c1cc(N2CCCCC2)c(-c2ccccc2)nn1Cc1cccc(F)c1	0.1	2.0	-1.6	11.7	2.0	9.4	-3.3	2.7	8.7
Cc1cccc(N(Cc2ccccc2)C(=O)CSC(C)C(=O)Nc2cc(C)on2)c1 (stereo not drawn)	0.2	-0.3	6.1	1.3	-0.5	2.0	-7.2	4.3	-7.9
CCCN(CC(=O)Nc1ccccc1C)C(=O)c1cc(C)oc1C	0.1	-0.8	·	5.6	-2.5	·	·	·	9.4
C=CCn1c(C(CCCC)CC(O)COCC(C)C)n[nH]c1=S (stereo not drawn)	0.0	-0.4	2.2	3.3	-6.0	-1.1	13.1	-0.3	-12.8
COC(CNC(=O)c1cc(Sc2nnc(C)s2)nc2ccccc12)OC	-0.2	2.3	-1.4	0.3	-0.4	-5.9	1.2	1.3	-5.1
O=C(c1cc2cc(Cl)ccc2oc1=O)N1CCOCC1	0.0	0.6	0.2	-4.4	-6.3	0.8	-2.9	-2.0	-12.2
C(=C\c1cccc2ccccc12)/c1nnc(-c2cccs2)o1	0.2	2.2	-6.0	3.3	1.5	3.5	12.0	0.7	-4.3
CCCC1=[N+](CC)CCn2c(C)ccc21	0.1	-0.8	3.7	5.8	-0.1	0.1	-7.6	-0.1	-8.3
Cc1cc(C)c(S(=O)(=O)Nc2cccnc2)c(C)c1	0.2	0.8	1.0	-3.0	-11.7	5.0	3.4	2.6	-11.6
CCC(CO)Nc1ncnc2c1cnn2-c1ccc(Cl)cc1 (stereo not drawn)	-0.1	1.1	0.4	-7.3	0.8	-0.5	5.0	0.1	-2.9
Cc1cc(C)c2[nH]c(=O)c(CN(Cc3cccs3)C(=S)NCc3ccco3)cc2c1	-0.2	1.9	2.1	15.4	15.8*	17.6	2.4	-4.8	-8.7
Cc1cc(C)c(NC(=O)c2ccc(CNS(=O)(=O)c3cc(C(F)(F)F)ccc3Cl)cc2)c(C)c1	-0.2	6.0	-1.7	-4.5	4.9	15.3	-2.7	0.2	-1.1
CN(CC(=O)N1CCN(c2ccc(F)cc2)CC1)S(=O)(=O)c1ccc(F)cc1	0.0	3.1	-1.9	-3.3	-3.4	-2.2	-5.6	-3.1	-3.0
O=c1[nH]c(C2CCN(S(=O)(=O)c3ccc4c(c3)OCCO4)CC2)nc2c1nnn2Cc1ccccc1F	1.0*	2.9	-3.6	4.9	5.3	14.5	-12.5	-1.1	-3.2
O=C(Nc1ccc(F)cc1)C1CC(=O)n2ncnc2N1 (stereo not drawn)	-0.2	0.5	0.0	7.2	-4.6	-2.1	-2.6	3.6	1.6
COC(=O)[C@H](Cc1ccccc1)NC(=O)NC(C)CCc1ccccc1 (stereo partly drawn)	-0.1	1.3	-3.5	-14.9	-0.8	-1.9	-1.2	-1.4	-8.3
COc1ccc2oc(C(=O)OCC(=O)N3CCC(C)CC3)c(C)c2c1	0.0	5.2	2.3	-6.9	0.5	7.8	-0.9	3.5	-8.2
O=C(NCc1cccc(F)c1)c1ccc2nc(N3CCOCC3)sc2c1	0.2	3.6	-0.7	2.4	0.9	1.5	-6.8	-2.2	-3.8
CCOc1cc(CN2CCN(C(=O)c3ccco3)CC2)ccc1OC	0.2	-1.4	2.4	12.4	-3.6	2.2	-4.1	2.1	-0.9
COC(=O)c1cc2c(ccn2C)n1C	0.1	0.3	1.1	-0.1	-0.8	-9.3	-9.7	1.2	1.4
O=C(Nc1ccccc1)c1c(F)c(F)c(F)c(F)c1F	0.0	1.8	-0.6	2.7	1.9	-1.9	7.6	-3.4	13.8
CCN1CCN(c2ccc(S(=O)(=O)N3CCCCC3)cc2NC(=O)COc2cc(C)ccc2Cl)CC1	0.1	0.5	7.1	10.7	4.1	0.6	-13.1	-1.2	-6.7
O=C(OCc1ccccc1)C1=[N+]([O-])OC(C(=O)OCc2ccccc2)C1c1c[nH]c2ccccc12 (stereo not drawn)	-0.1	1.8	2.2	10.4	5.3	8.0	-3.3	-2.2	-14.9
CC(C)Nc1nc(SCC(N)=O)nc(N2CCOCC2)n1	0.0	3.2	-0.3	1.2	-1.3	-0.2	2.8	0.1	-12.6
Cc1ccc(S(=O)(=O)N(CC(=O)NCCC2=CCCCC2)Cc2ccccc2)cc1	0.1	2.6	1.3	-2.9	6.9	5.5	-7.0	0.4	-2.3
O=S(=O)(c1ccccc1)N(Cc1ccccc1)c1ccccn1	0.0	1.7	-1.3	-2.1	1.6	-6.2	3.4	-3.4	3.2
Cc1cccc(C(C)(C)C)c1OCCn1ccnc1	0.0	2.0	1.7	7.8	-0.5	2.7	-4.2	0.4	-11.9
Cc1ccc(C(=O)Nc2ccc(OCc3ccccc3)cc2)s1	0.0	1.6	8.2	3.5	-0.9	9.5	3.0	-2.6	19.6
O=S(=O)(c1ccc(Cl)cc1)n1ccc2cccnc21	-0.1	0.0	-7.1	-1.3	-0.8	-1.3	-5.2	-5.0	-21.9
COc1ccc(-c2csc3ncn(Cc4ccccc4)c(=O)c23)cc1	-0.1	2.1	5.5	-4.3	2.5	-0.7	6.1	-3.3	14.1
COc1ccc(OC)c(/C=C/C(=O)N2C(=O)c3cccc(N)c3C2=O)c1	-0.1	2.5	-4.3	-8.1	0.3	9.0	-1.5	-5.8	2.0
O=C(CCCn1c(=O)[nH]c2cc(Cl)ccc2c1=O)NCCCN1CCCC1	-0.1	0.2	11.4	13.5	-3.3	-3.0	6.8	-1.9	12.1
Cc1onc(-c2ccccc2)c1C(=O)NNC(=O)c1ccccc1O	-0.1	-1.6	-9.7	11.5	-2.2	-6.7	-6.7	-0.9	-1.7
Cc1nn(C)c(Cl)c1C(=O)NCC(=O)NCc1ccccc1	-0.1	0.3	2.4	23.9	3.6	-5.8	-0.5	-3.1	1.7
O=C(O)c1cc([N+](=O)[O-])c(NCCC2=CCCCC2)c([N+](=O)[O-])c1	0.2	0.2	2.0	21.8	5.2	12.2	-3.5	3.5	8.5
O=C(Nc1cccnc1)c1cccc(F)c1	-0.3	-0.6	5.3	28.3	-0.1	-0.3	7.8	3.0	3.1
O=S(=O)(/N=C(/Nc1ccc(Cl)c(S(=O)(=O)Nc2ccccc2Cl)c1)c1ccc(F)cc1)c1ccccc1	0.1	4.9	0.8	-5.7	5.9	20.5	-0.1	-3.7	6.2
Cc1ccc(S(=O)(=O)/C(=C/Cl)NC(=O)c2ccccc2)cc1	-0.1	-0.2	96.9*	-11.6	-1.7	4.0	-3.4	3.1	5.9
CC(=O)C(Cc1ccccc1)NC(=O)COC(=O)CCN1C(=O)C2CC=CCC2C1=O (stereo not drawn)	0.0	0.2	-6.6	-1.1	-4.2	3.5	-9.0	0.2	-14.1
CC(NCC(=O)Nc1cc(S(=O)(=O)N2CCOCC2)ccc1N1CCOCC1)c1ccco1 (stereo not drawn)	0.0	-1.1	·	8.0	-0.9	·	·	·	-3.1
CCOC(=O)Cn1nc(C)n(-c2ccc(C(C)C)cc2)c1=O	0.0	-0.9	-3.2	-14.3	-0.3	-4.2	0.7	0.6	-8.2
Cc1ccccc1C(=O)Nc1nnc(CC(=O)N/N=C/c2ccco2)s1	-0.2	-0.5	-1.8	4.1	-4.6	-2.9	2.6	1.4	3.0

High-throughput results as filed in PubChem.
